Compound activity as filed in PubChem.
hcGAS inh: blocks human cGAS activity. Q8N884. recombinant h-cGAS, ATP depletion, Kinase-Glo luminescence. inhibition, % at 12.5 µM. hit rate 0.081% among 290,000;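 note: 0% = vehicle reaction and 100% = reaction without DNA for no activity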
Target sequence (Q8N884 whole entry, looked up): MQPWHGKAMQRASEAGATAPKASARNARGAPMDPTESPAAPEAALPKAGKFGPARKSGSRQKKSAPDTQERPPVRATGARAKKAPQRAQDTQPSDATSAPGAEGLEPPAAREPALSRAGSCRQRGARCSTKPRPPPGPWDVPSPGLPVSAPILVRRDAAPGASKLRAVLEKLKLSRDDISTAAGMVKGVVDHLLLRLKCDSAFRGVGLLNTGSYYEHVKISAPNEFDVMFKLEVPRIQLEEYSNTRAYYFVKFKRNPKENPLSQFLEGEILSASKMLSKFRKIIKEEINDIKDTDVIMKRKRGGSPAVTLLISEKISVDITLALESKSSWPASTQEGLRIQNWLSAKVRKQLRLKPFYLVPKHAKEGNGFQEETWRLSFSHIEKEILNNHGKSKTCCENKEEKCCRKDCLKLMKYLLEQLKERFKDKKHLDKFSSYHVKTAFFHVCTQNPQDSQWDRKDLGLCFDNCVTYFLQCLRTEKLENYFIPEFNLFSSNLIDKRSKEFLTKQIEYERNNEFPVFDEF
NPYLR7 agonist: mosquito NPYLR7 agonism; HEK293T NPYLR7/Galpha15, GCaMP6s calcium fluorescence; activation, % at 10 µM; hit rate 0.15% among 270,000; in the data active = activation above about 40%;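 note: 0% = vehicle and 100% = reference agonist at the receptor; some compounds past the cut are filed as inactive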
mcGAS inh: blocks mouse cGAS activity; inhibition, % at 12.5 µM; Q8C6L5; AID 1259399; hit rate 0.15% among 160,000; recombinant cGAS, Kinase-Glo ATP depletion luminescence;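 note: 0% = negative control wells and 100% = reference inhibitor with no enzyme activity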
The depositor's hits bear a star; / = not tested or not shown. Cut-off read from the data, not from the text of the source, unless noted: active = inhibition above about 40%; inactive = the rest.

SMILES	hcGAS inh	NPYLR7 agonist	mcGAS inh
O=C(c1cc(CN2CCOCC2)on1)N1CCCCC1CCc1cccs1 (stereo not given)	2	6	/
C=CCNC(=O)c1c(C)c(C(=O)OCC)n(C)c1C	-4	3	-7
O=c1[nH]nc(-c2ccc(F)cc2)c2sc(N3CCOCC3)nc12	-7	-5	/
Cc1cnccc1N1CCCN(c2nc(N(C)C)nc3c2CCNC3)CC1	-4	5	-10
CCc1cc(C(=O)N2CCc3c(nc(-c4ccncc4)nc3N(C)C)C2)on1	-2	3	-10
O=C(CCC1CCN(c2ncccc2Cl)CC1)NC1CCN(Cc2ccccc2)C1 (stereo not given)	-10	12	-11
CCc1cccc2c1Sc1ccccc1CC2N1CCNCC1 (stereo not given)	-7	1	/
Cc1nn(-c2ccccc2)c2[nH]cc(C(=O)N(Cc3ccccc3)c3ccccc3)c(=O)c12	0	-1	-6
Cc1ccc(OCCSc2nc3ccccc3n2Cc2ccccc2)cc1C	-3	6	/
Cc1cccc(C(NC(=O)CCN2CCCCO2)c2cccs2)c1 (stereo not given)	-3	-6	-12
COc1ccc(OC)c2c1sc(=NC(=O)c1nc3ccccc3s1)n2C	1	1	-6
CN(CCOc1cccc(F)c1)CC(O)c1c(F)cccc1F (stereo not given)	-9	7	-16
Cc1ccc(CN2CCN(Cc3nc4c(s3)CCCC4)CC2CCO)o1 (stereo not given)	-8	-2	/
COc1ccc(CN2CCNC(=O)C2CC(=O)NCCCSC)cc1OC (stereo not given)	0	4	/
COCCCNC(=O)C(C1CCCC1)N1CCN(C(=O)c2ccc3c(c2)OCO3)CC1 (stereo not given)	-3	-7	-5
Cc1cc(C)cc(N2CCCn3c2nc2c3c(=O)[nH]c(=O)n2C)c1	-11	17	/
COc1ccc(CCN(Cc2cccs2)C(=O)CN(C(=O)c2ccc(Br)cc2)C2CC2)cc1OC	-10	/	-5
Cc1cc(N2CCN(Cc3c(C)noc3C)CC2)nc(C)n1	-6	7	-7
COc1ccc(-c2nn(-c3ccc(C)cc3C)c(OC(C)=O)c2-c2ccc(NC(=O)C3CCCC3)cc2)c(OC)c1	-7	3	-3
Cc1ccc(-c2nc3ccc(C)cn3c2NC(=O)CCC2CCCC2)cc1	-8	-4	-7
COc1ccc(S(=O)(=O)N(C)CCOc2ccccc2Cl)cc1NC(C)=O	-4	10	-4
CCOC(=O)CSc1nnc(Cn2ccc(=O)[nH]c2=O)o1	-5	-2	-7
Cn1c(=O)[nH]c(=O)c2c1nc(N1CCOCC1)n2CCSc1nc2ccccc2s1	-5	0	/
COCCn1cc(NC(=O)NCc2cccc(OC)c2)c2ccccc21	-11	17	/
CN1CCC2(CC1)CN(C(=O)C1(Nc3ccccc3)CCCC1)CCN2C	1	7	-9

Laid out differently: 3 of the compounds above
mol,hcGAS inh,NPYLR7 agonist,mcGAS inh
COCCCNC(=O)C(C1CCCC1)N1CCN(C(=O)c2ccc3c(c2)OCO3)CC1 (stereo not given),-3,-7,-5
Cc1cnccc1N1CCCN(c2nc(N(C)C)nc3c2CCNC3)CC1,-4,5,-10
Cc1cccc(C(NC(=O)CCN2CCCCO2)c2cccs2)c1 (stereo not given),-3,-6,-12

Carrying on:
SMILES	hcGAS inh	NPYLR7 agonist	mcGAS inh
O=C(N=Nc1c(O)[nH]c2ccc(Br)cc12)c1nc2ccccc2c(=O)[nH]1	-4	2	-3
O=C(Cc1ccccc1F)NCCC(=O)N1CCCc2ccccc21	-11	1	/
COc1cccc(Cc2nsc(N(CC(=O)NC(Cc3ccccc3)c3ccccc3)Cc3ccccc3)n2)c1 (stereo not given)	-5	/	-4
O=C(/C=C/c1cccc(Cl)c1)N1CCCS1(=O)=O	-7	16	/
Cc1cc(C(=O)O)ccc1-c1cc(NCc2ccccn2)nc2[nH]ccc12	-6	19	-9
COc1ccc(S(=O)(=O)N(CC(=O)NC2CCCCC2)c2ccc(C)cc2)cc1OC	-3	6	-8
Cc1ccccc1C1(O)CCN(Cc2c(C)n(C)n(-c3ccccc3)c2=O)C1 (stereo not given)	-6	3	-15
COC[C@H]1C[C@H]2C[C@@H](O)[C@H](N(C)CCN(C)C)[C@]2(O)CO1	4	2	-8
COc1ccc(CCN(C)c2cc(C)nc(SCc3ccc(C(=O)NCc4cccnc4)o3)n2)cc1OC	0	-1	-4
Cc1cc2ncn(CC3CCN(Cc4ccccn4)CC3)c2cc1C	1	-2	/
Cc1ccc2nc(C)c(NC(=O)c3ccccc3Br)c(=O)n2c1	-10	3	/
COc1ccccc1CCNC(=O)c1ccccc1N1CCC(NC(=O)NC(C)(C)C)CC1	1	1	1
C=CCN(CC(=O)N1CCc2sccc2C1COc1ccc(Cl)cc1)C(=O)c1ccco1 (stereo not given)	-4	13	-4
Cc1ccc(NS(=O)(=O)c2ccc(C)c(F)c2)c(C(=O)O)c1	-15	-2	-5
CC(C)CNC(=O)c1ccc(CSc2nnc(Cc3ccccc3)n2Cc2ccccc2)cc1	-7	-2	-5
CN=c1scc(-c2cc(OC)c(OC)c(OC)c2)n1N=Cc1cc(OC)c(OC)c(OC)c1	-3	1	/
Cc1ccc(CN2CCNC(=O)C2CC(=O)NC2CCCCCC2)o1 (stereo not given)	-4	0	-3
CN1CCC(N2CCCC(NC(=O)c3ccccc3N3CCCC3)C2)CC1 (stereo not given)	-7	13	-10
O=c1[nH]c(=O)n(-c2ccc(Cl)cc2)c(O)c1C=NC(CO)(CO)CO	-3	-5	-4
CC(C)Oc1nc(-c2cccs2)n(-c2cccc(NC(=O)Nc3ccc(F)cc3F)c2)n1	-1	/	-4
CCN1C(=O)C(C)SC1=C(C#N)C(=O)NCc1ccco1 (stereo not given)	-3	-2	-5
Cc1nccn1CCC(=O)NC(C)c1ccc2c(c1)CCCC2 (stereo not given)	-1	4	/
Cc1cc(C)c2[nH]c(=O)c(-c3c(-c4ccccc4)ncn3CCCO)cc2c1	0	6	-16
O=C(NCC1CCCO1)c1coc(CN(Cc2cccc(C(F)(F)F)c2)Cc2ccccc2Cl)n1 (stereo not given)	0	-7	1
CC(=O)NCC1=CCCN(Cc2nccn2C(C)C)C1	-9	4	/

Remaining list, next part.
SMILES	hcGAS inh	NPYLR7 agonist	mcGAS inh
c1nncn1N=C1CCCCCC1	-3	7	/
Cc1sc2ncnc(SC(C)C#N)c2c1C (stereo not given)	-2	-1	/
CCc1nc2c(OCC3CCCCC3)cccn2c1N(C)C(=O)c1ccccc1F	-4	-6	-5
CCOC(=O)CCC(=O)N1CCC2(CC1)C(=O)N(CC(=O)NCCOC)CN2c1ccccc1	-2	26	-9
Cc1nc2c(ccc3nc(Nc4nc5cc6c(cc5s4)OCO6)sc32)s1	-5	2	-7
CCc1nc2ccc(C(=O)Nc3cccc(OCC(=O)N(C)C)c3)cn2c1N(CC)CCOC	-5	-5	-3
COc1cc(=O)n(-c2ccccc2C)nc1C(=O)Nc1ccc(N(C)C)cc1	-5	16	/
CCOC(=O)N1CCN(C2CCCN(C(=O)CCN3CCCO3)C2)CC1 (stereo not given)	-10	2	/
CSc1ccc(OCCN2CCOC(c3ccc(F)cc3)C2)cc1 (stereo not given)	1	-6	-3
CCOC(=O)N1CCN(Cc2nc(NC(C)c3ccc(F)cc3)c3ccccc3n2)CC1 (stereo not given)	-7	17	-12
Cc1ccc2nc(CNc3nccc(CCC(F)(F)F)n3)cn2c1	-6	12	/
Cc1oc(-c2cccc(C(F)(F)F)c2)nc1CN(CCO)CCO	-1	-7	-1
Cc1ccc2c(c1)C(N1CCN(C)CC1)=Nc1cccnc1N2	-2	-2	-2
CCn1c(C2CCNCC2)nn(CCN2CCN(c3ccccc3)CC2)c1=O	-1	16	-17
Cc1cccc(NC(=O)N2CCN(C(=O)N3CCCCC3)CC2)c1	-4	-1	/
N#Cc1ncn(CCn2nc3ccccn3c2=O)n1	-6	2	-15
COc1ccccc1-n1c(Cc2ccccc2)nnc1SCc1nc(C(=O)NCCc2ccc(Cl)cc2Cl)cs1	-11	-3	-5
COc1cccc(Cn2c(=O)c(C(=O)NCc3cccnc3)nn(-c3cc(C)cc(C)c3)c2=O)c1	-4	-3	-5
c1cc2c(cc1-c1csc(Cc3nnc4n3CCCCC4)n1)CCC2	-5	2	-5
CC(C)CN1CCN(c2nc(CCN)nc3ccccc23)CC1	-6	5	-8
Cc1ccoc1C(=O)NCC1CCN(Cc2cnn(C(C)C)c2)C1 (stereo not given)	-6	4	/
COC(=O)NCc1nnnn1C1CCCCC1	-6	0	-8
COc1ccc(C)cc1C(C)NC(=O)CCn1ncc(=O)c2ccccc21 (stereo not given)	3	3	/
COc1cc(C(=O)n2nc(C)c(Sc3ccccc3)c2C)cc(OC)c1OC	4	6	/
O=C(Oc1cc2oc3ccccc3[nH]c2c2c(=O)c3ccccc3c(=O)c12)c1ccccc1	10	-8	0

An excerpt from above in order of molecular weight, rising.
SMILES	hcGAS inh	NPYLR7 agonist	mcGAS inh
CC(C)CN1CCN(c2nc(CCN)nc3ccccc23)CC1	-6	5	-8
Cc1nc2c(ccc3nc(Nc4nc5cc6c(cc5s4)OCO6)sc32)s1	-5	2	-7
COc1cccc(Cn2c(=O)c(C(=O)NCc3cccnc3)nn(-c3cc(C)cc(C)c3)c2=O)c1	-4	-3	-5

In a second layout: results already given.
CC(C)CN1CCN(c2nc(CCN)nc3ccccc23)CC1
  hcGAS inh = -6
  NPYLR7 agonist = 5
  mcGAS inh = -8

CCOC(=O)CCC(=O)N1CCC2(CC1)C(=O)N(CC(=O)NCCOC)CN2c1ccccc1
  hcGAS inh = -2
  NPYLR7 agonist = 26
  mcGAS inh = -9

Cc1ccc2c(c1)C(N1CCN(C)CC1)=Nc1cccnc1N2
  hcGAS inh = -2
  NPYLR7 agonist = -2
  mcGAS inh = -2

O=C(Oc1cc2oc3ccccc3[nH]c2c2c(=O)c3ccccc3c(=O)c12)c1ccccc1
  hcGAS inh = 10
  NPYLR7 agonist = -8
  mcGAS inh = 0

Carrying on.
SMILES	hcGAS inh	NPYLR7 agonist	mcGAS inh
Cc1ccc(C2=CCN(C(=O)c3cc(S(N)(=O)=O)ccc3C)CC2)cc1	-5	9	/
COc1ccc(C(=O)Oc2coc(CSc3nncn3C)cc2=O)cc1	-10	-2	-7
CC(C)C(NC(=O)c1ccccc1)C(=O)N(C)CCCC(=O)O (stereo not given)	-2	-6	/
Cc1nc2n(n1)C(=O)C(C(c1ccccc1F)N1CCN(c3ccccc3)CC1)S2 (stereo not given)	-3	4	-5
CCOc1cccc(N2CCN(C(=O)COC)C(C)C2=O)c1 (stereo not given)	-7	25	-7
Cc1ccc(NC(=O)N(CC(=O)N(CCc2ccccc2)Cc2ccc(C)o2)Cc2ccco2)cc1	-2	1	-5
CC1CCC2(CC1)OCC(C(=O)NCC1CCCO1)N2C(=O)c1ccc(C(F)(F)F)cc1 (stereo not given)	-5	-4	-4
Cc1noc(C)c1C1CCCN1Cc1ccc(S(C)(=O)=O)cc1 (stereo not given)	-5	8	-13
Cc1ccc(-c2oc(NC(=O)CCl)c(C#N)c2-c2ccc(C)cc2)cc1	-3	-5	-5
O=C(COC(=O)C1CC1c1ccccc1F)NCC1Cc2ccccc2O1 (stereo not given)	-13	15	/
O=C(NC1CCN2CCCCC12)N1CCCC1c1cccs1 (stereo not given)	-12	-3	/
CC(C)N1CCN(CCn2cnc(-c3ccccc3)c2-c2ccsc2)CC1	-7	1	/
CCCCNC(=O)C1(C)CCN1C(=O)c1ccc2sccc2c1 (stereo not given)	-3	-7	-2
O=CNc1ccccc1Oc1c(F)c(F)c(F)c(F)c1F	-1	-14	/
Cc1ccc2c(CC(=O)NCC3CCC4(CCN(Cc5ccccc5)CC4)O3)cc(=O)oc2c1 (stereo not given)	-9	14	/
Cc1ccc(CCC(=O)N2CCC(C(=O)Nc3ccc4c(c3)OCO4)CC2)c(C)c1	-9	-6	/
Cc1cccc(CS(=O)CC(=O)N2CCC(c3ccccc3)=N2)c1 (stereo not given)	-9	2	/
C=C[C@]1(C)C[C@@H](OC(=O)CSC2C[C@H]3CC[C@@H](C2)N3C)[C@]2(C)[C@H](C)CC[C@]3(CCC(=O)[C@H]32)[C@@H](C)[C@@H]1O (stereo not given in full)	-9	5	-12
CC(C)(C)c1ccc(C(=O)Nc2ccc(N3CCCC3)c(C(=O)NCCc3ccccc3)c2)cc1	-6	7	-8
CCc1c(C)nc(-n2nc(C)cc2C)n(CC(=O)NCc2ccc(C)cc2)c1=O	-5	-1	-8
CC(C)(C)CC(=O)Nc1nc2c(s1)C(=O)CC(C)(C)C2	-5	7	/
Cc1cccc(-n2nc(C(C)(C)C)cc2NC(=O)CN(Cc2ccccc2)C(=O)Nc2ccccc2C)c1	5	-3	0
COCCCn1c(CN(C)Cc2nc3ccc(Cl)cc3[nH]2)cnc1S(C)(=O)=O	-7	6	/
COc1ccc(CN(C(C)=O)C2CC(=O)N(c3ccc(Cl)cc3)C2=O)cc1 (stereo not given)	-5	-1	/

Results in hcGAS inh and NPYLR7 agonist, for 7 of the compounds above:
canonical_smiles	hcGAS inh	NPYLR7 agonist
COc1ccc(C(=O)Oc2coc(CSc3nncn3C)cc2=O)cc1	-10	-2
CC(C)C(NC(=O)c1ccccc1)C(=O)N(C)CCCC(=O)O (stereo not given)	-2	-6
Cc1nc2n(n1)C(=O)C(C(c1ccccc1F)N1CCN(c3ccccc3)CC1)S2 (stereo not given)	-3	4
CCOc1cccc(N2CCN(C(=O)COC)C(C)C2=O)c1 (stereo not given)	-7	25
Cc1ccc(NC(=O)N(CC(=O)N(CCc2ccccc2)Cc2ccc(C)o2)Cc2ccco2)cc1	-2	1
CC1CCC2(CC1)OCC(C(=O)NCC1CCCO1)N2C(=O)c1ccc(C(F)(F)F)cc1 (stereo not given)	-5	-4
Cc1noc(C)c1C1CCCN1Cc1ccc(S(C)(=O)=O)cc1 (stereo not given)	-5	8
